OX1R antag-1 – OX1R (human) antagonism. AID 485270. O43613. inhibition, % at 6.6 µM. actives 1.8% (n = 330,000). OX1R-expressing cells, FRET antagonist read-out; in the data active = inhibition mostly above about 38%, no sharp cut-off; inactive = mostly below about 40%;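 note: 0% = agonist challenge alone and 100% = reference antagonist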
OX1R antag-2 – blocks the human orexin 1 receptor; CHO/OX1R cells, Fluo-8 calcium fluorescence, orexin A; O43613; AID 434989; inhibition, % at 5 µM; actives 0.43% (n = 330,000);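 active = inhibition above its plate's threshold, mean inhibition of all tested compounds on the plate plus 3 SD, cut at about 37% in these data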;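 note: 0% = orexin A challenge wells and 100% = SB-334867-A antagonist wells; not every result past the cut was called active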
CHT allo act – allosterically activates the human high affinity choline transporter. Q9GZV3. CHT-expressing cells, membrane potential dye, choline EC20; active compounds read high; LV-AA mutant CHT in HEK293 cells. B-score at 10 µM. actives 0.49% (n = 310,000);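 active = initial fluorescence not abnormally high and integrated response B-score, plate-corrected, over 3 SD above library mean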
Target sequence (Q9GZV3 whole entry, looked up): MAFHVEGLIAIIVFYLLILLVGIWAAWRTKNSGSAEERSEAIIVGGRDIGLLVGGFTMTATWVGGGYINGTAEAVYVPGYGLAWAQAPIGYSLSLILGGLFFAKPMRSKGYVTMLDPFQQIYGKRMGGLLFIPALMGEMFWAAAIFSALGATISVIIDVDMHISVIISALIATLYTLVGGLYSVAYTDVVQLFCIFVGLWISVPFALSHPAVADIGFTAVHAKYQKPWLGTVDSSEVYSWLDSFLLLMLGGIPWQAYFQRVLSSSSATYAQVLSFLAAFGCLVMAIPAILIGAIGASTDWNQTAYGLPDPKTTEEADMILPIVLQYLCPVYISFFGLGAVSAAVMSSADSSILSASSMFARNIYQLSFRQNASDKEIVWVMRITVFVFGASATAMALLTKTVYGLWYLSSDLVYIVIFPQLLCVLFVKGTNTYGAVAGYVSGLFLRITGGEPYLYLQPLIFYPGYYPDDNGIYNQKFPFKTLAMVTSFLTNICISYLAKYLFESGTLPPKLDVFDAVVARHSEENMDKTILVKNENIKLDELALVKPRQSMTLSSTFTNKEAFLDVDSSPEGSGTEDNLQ
Active calls of the source: *; i = inactive; x = no result given.

SMILES | OX1R antag-1 | OX1R antag-2 | CHT allo act
O=C(c1cccs1)N1CCN(c2nc3c(F)cc(F)cc3s2)CC1 | 27 | -15 | i
COc1cc(NC(=S)NCCC(c2ccccc2)c2ccccc2)cc(OC)c1 | 12 | -22 | i
CCN(CC(=O)Nc1ccccc1OC)Cc1csc(CC(=O)Nc2ccc(C)cc2)n1 | 7 | -16 | x
Cc1cc(N/N=C/c2ccc(N(C)C)cc2)c2ccccc2n1 | 19 | -34 | i
COc1ccccc1Nc1c2c(nc3ccc(N)cc13)CCCC2 | 13 | -16 | i
Oc1ccc(C2=NN(c3ccccc3)C(c3ccc(F)cc3)C2)cc1 (centres undefined) | 17 | 5 | i
CCN(CC)C(=S)NC(=O)c1ccc(OC)c(Br)c1 | 13 | -7 | i
CCOC(=O)Cc1c(C)c2c(C)[nH]nc2oc1=O | 7 | -15 | i
CC(=O)c1ccc(S(=O)(=O)N2CCCC(N(C)CCc3ccccc3)C2)cc1 (centres undefined) | 5 | -17 | i
CCOc1cccc(C(=O)NC(=S)Nc2ccccc2)c1 | 10 | -30 | i
CCC(C)(C)NC(=O)CN(C(=O)c1snc(C(N)=O)c1N)c1ccc2c(c1)OCCO2 | 25 | -24 | i
COc1ccc(N(CCOc2ccccc2)S(=O)(=O)c2ccccc2)cc1 | 5 | 0 | x
CCn1cc(S(=O)(=O)Nc2cc(C)ccc2F)cn1 | 11 | 0 | i
COc1ccc(-c2csc(N3CCC(c4ccccc4)CC3)n2)cc1 | 6 | -11 | i
CC1(C)Cc2c(C#N)c(N)n(-c3ccccc3)c(=O)c2CO1 | 18 | 1 | i

4 of the compounds above, with tabs:
compound	OX1R antag-1	OX1R antag-2	CHT allo act
O=C(c1cccs1)N1CCN(c2nc3c(F)cc(F)cc3s2)CC1	27	-15	i
COc1cc(NC(=S)NCCC(c2ccccc2)c2ccccc2)cc(OC)c1	12	-22	i
CCN(CC(=O)Nc1ccccc1OC)Cc1csc(CC(=O)Nc2ccc(C)cc2)n1	7	-16	x
Cc1cc(N/N=C/c2ccc(N(C)C)cc2)c2ccccc2n1	19	-34	i

(next part)
SMILES | OX1R antag-1 | OX1R antag-2 | CHT allo act
O=C(CSc1nnc(Cc2ccccc2)n1-c1cccc(Cl)c1)NNC(=O)Cc1ccccc1 | 49 | -13 | i
CN(C)c1nnnn1-c1ccccc1Oc1ncc(C(F)(F)F)cc1Cl | 31 | 3 | i
OC(COc1ccccc1F)CN1CCC(Cc2ccccc2)CC1 (centres undefined) | 4 | -36 | i
O=C(CSc1nnc(NC(=O)c2ccccc2[N+](=O)[O-])s1)NCc1ccco1 | 25 | -9 | i
CCCN(CCC)C(=O)CC(c1ccccc1)c1cc(Br)ccc1O (centres undefined) | 7 | -36 | i
FC(F)(F)c1cccc(CNC(=S)Nc2ccccc2)c1 | 19 | 0 | i
O=C(c1cc(COc2c(F)cccc2F)on1)N(Cc1ccccc1)CC1CC1 | 15 | -31 | i
COC(=O)Cc1c(C)c2ccc(OCC(=O)N3CCCC3)c(C)c2oc1=O | 28 | -3 | i
CN(C(=O)c1ccc(Cl)cc1)C1=CCCCC1CCC#N (centres undefined) | 29 | -26 | i
COc1ccc(OC)c(NC(=S)NCCC(c2ccccc2)c2ccccc2)c1 | 32 | -10 | i
NC(=O)C1CCN(C(=S)NCCc2ccccc2)CC1 | 9 | -11 | i
CC1CCCN(CC(O)COCc2ccccc2)C1 (centres undefined) | 4 | 29 | i
CC(C)C(=O)Nc1nc2cc3c(cc2s1)OCO3 | 3 | -14 | i
CCOC(=O)C1(CCCc2ccccc2)CCN(C(=O)c2cnn(CC)c2)CC1 | 1 | -13 | i
O=C(Cn1c(=O)oc2ccccc21)N1CCOCC1 | 7 | -6 | i

Entries of single compounds, quoted from the list. Values in the order: OX1R antag-1	OX1R antag-2	CHT allo act
Listed for `CCCN(CCC)C(=O)CC(c1ccccc1)c1cc(Br)ccc1O` (centres undefined) = 7	-36	i
Listed for `CC(C)C(=O)Nc1nc2cc3c(cc2s1)OCO3` = 3	-14	i
Listed for `CC1CCCN(CC(O)COCc2ccccc2)C1` (centres undefined) = 4	29	i
Listed for `O=C(Cn1c(=O)oc2ccccc21)N1CCOCC1` = 7	-6	i
Listed for `NC(=O)C1CCN(C(=S)NCCc2ccccc2)CC1` = 9	-11	i

New compounds follow
SMILES | OX1R antag-1 | OX1R antag-2 | CHT allo act
O=C(C1CCCN(S(=O)(=O)c2ccc(Cl)cc2)C1)N(Cc1cccs1)C1CC1 (centres undefined) | 35 | 4 | i
CC(C)(C)NC(=O)CSC(=Nc1ccccc1F)NC#N | 17 | -9 | i
O=C(CNC(=O)c1ccc(Cl)cc1Cl)OCCOc1ccccc1F | 5 | -27 | x
Cc1ccc(NC(=O)[C@H](CC(C)C)NC(=O)[C@@H]2Cc3ccccc3CN2)cc1 | 5 | -29 | i
Cc1ccc2nc(C3CCCN(C(=S)Nc4cccc(C)c4C)C3)[nH]c2c1 (centres undefined) | 12 | -10 | i
COc1ccc([C@H]2CC(=O)C=C(c3ccc4c(c3)OCO4)C2)cc1OC | 16 | -15 | x
Cc1oc2cc3oc(=O)c(CCC(=O)NCCCC(=O)O)c(C)c3cc2c1C | 2 | 0 | i
Cc1ccc(NS(=O)(=O)c2cc3c4c(cccc4c2)C(=O)NC3=O)cc1C | 40 | -16 | i
Cn1c(-c2ccc(N)cc2)nc2ccccc21 | 15 | -7 | i
N#CCSc1nnc(COc2cccc3ccccc23)n1-c1ccccc1 | 9 | -2 | i
CC(C)NC(=O)c1ccc(S(=O)(=O)N(C)C)cc1 | 14 | -9 | i
CN(C(=O)CO/N=C/c1ccc(Cl)cc1)c1ccccc1 | 17 | -17 | i
CCc1cccc(C)c1NC(=O)c1ccc(CN2CCc3ccccc3C2)cc1 | 11 | -15 | i
Cc1cccc(NC(=O)c2cccc(NS(=O)(=O)c3ccc(Cl)cc3)c2)c1 | 36 | 1 | i
O=C(Nc1ccccc1)OCC(CN1CCCCC1)OC(=O)Nc1ccccc1 (centres undefined) | 10 | -2 | i
Cc1ccc(-n2cc(C(=O)c3ccc4ccccc4c3O)cn2)cc1 | 17 | -23 | i
O=C1c2ccccc2-c2c1cccc2C(=O)N1CCOCC1 | 25 | -13 | i
COC(=O)c1ccccc1NC(=O)CN(CCc1ccccc1)S(C)(=O)=O | 25 | -15 | i
CCCS(=O)(=O)N1CCCC(C(=O)Nc2ccc3c(c2)CCC3)C1 (centres undefined) | 15 | -21 | i
O=C(NNC(=S)NC1CC2C=CC1C2)c1cccnc1 (centres undefined) | 2 | 6 | i
COc1ccccc1N1CCN(C(=O)Nc2cccc(Cl)c2)CC1 | 9 | 0 | i
CCCNc1nc2c(c(=O)[nH]c(=O)n2C)n1Cc1cccc(Br)c1 | 22 | -12 | i
CC(Oc1cccc(Cl)c1)C(=O)NNC(=O)c1cccnc1 (centres undefined) | 4 | -9 | x
CCn1c(CSc2nnc(-c3ccc4c(c3)OCO4)o2)nc2cc(S(=O)(=O)N(C)C)ccc21 | 17 | -14 | i
CCc1ccc(/C=C2/SC(N3CCOCC3)=NC2=O)cc1 | 16 | -8 | i
CC(Oc1ccccc1F)c1nnc(SCC(=O)N(c2ccccc2)C2CCS(=O)(=O)C2)o1 (centres undefined) | 8 | -25 | x
Cc1nn(C(C)c2nc(-c3ccccc3)no2)c(C)c1[N+](=O)[O-] (centres undefined) | 19 | 11 | i
COc1ccc(/C=C/C(=O)OCC(=O)Nc2ncc(Cl)cc2Cl)cc1 | 5 | -12 | x
Cc1cc(NC(=O)Cn2cc([N+](=O)[O-])cn2)n(Cc2ccc(F)cc2)n1 | 14 | -23 | i
O=C(Nc1cc(Sc2ccccn2)cc([N+](=O)[O-])c1)c1cccc(Cl)c1 | 37 | -1 | i
CCCCNC(=O)c1onc(CSc2ccccc2CC)c1C(=O)O | 24 | -121 | i
N#CC1=C(N)Oc2cc(O)c(C=Nc3ccccc3)cc2C1c1ccccc1 (centres undefined) | 8 | 0 | i
O=C(OCc1ccc(F)cc1)c1cc(=O)c2ccccc2o1 | 26 | -18 | i
Cc1nc(Nc2ccc(S(N)(=O)=O)cc2)oc1C | 6 | 1 | i
O=C(CCN1CCN(Cc2ccccc2)CC1)NNC(=O)Nc1cccc(C(F)(F)F)c1 | 4 | -9 | i
CN(C)S(=O)(=O)c1ccc(C(=O)Nc2ccccc2C(=O)O)cc1 | 1 | -5 | i
Cc1ccc(-c2c(C(=O)N/N=C/C3CC=CCC3)nnn2-c2nonc2N)cc1 (centres undefined) | 16 | -15 | i
O=C(Nc1ccc(F)cc1)c1ccc2c(=O)n3c(nc2c1)CCCCC3 | 11 | -21 | i
COC(=O)c1ccccc1NC(=O)c1noc2c1CCC2 | 9 | 1 | i
c1ccc(-c2nnc(N3CCN(c4ccccn4)CC3)c3ccccc23)cc1 | 14 | -30 | i
O=C(NCc1ccccc1)C(=O)NCC1OCCN1S(=O)(=O)c1cccs1 (centres undefined) | 18 | 10 | i
COCc1nc2sc(C)c(C)c2c(=O)[nH]1 | 3 | 5 | i
O=C(Cc1ccc(Cl)cc1)NCCCn1ccnc1 | 17 | -6 | i
O=C(CC(=O)Nc1nc(C23CC4CC(CC(C4)C2)C3)cs1)NCCO | 2 | -20 | i
O=[N+]([O-])c1cccc(-c2nnc3ccccn23)c1 | 69 | -3 | i
CC(C)OP(=O)(c1ccc(N(C)C)cc1)C(Nc1ccccc1)c1cccnc1 (centres undefined) | 6 | -6 | i
CCCC(Oc1ccc(Br)cc1)c1nc2c3cc(OC)c(OC)cc3nc(=S)n2[nH]1 (centres undefined) | 15 | -27 | i
O=C(CNCCc1ccc(Cl)cc1)Nc1ccc(C(=O)N2CCCCC2)cc1 | 27 | -7 | i
O=C(NN=C1CCCC1)c1cccc(O)c1 | 30 | -21 | i
CCC(C(=O)NC1CCCC1)N(C(=O)Cn1nnc(-c2ccc(C)o2)n1)c1ccccc1OC (centres undefined) | 21 | -38 | i
Cc1ccc(-c2nc(N3CCOCC3)sc2C(=O)N2CCOCC2)cc1 | -2 | -6 | i
CC(C)CN(C(=O)COC(=O)c1ccccc1NCc1ccco1)c1c(N)n(Cc2ccccc2)c(=O)[nH]c1=O | 75* | 13 | i
NC(=O)c1c(NC(=O)C2CCCO2)sc2c1CCCCC2 (centres undefined) | 13 | -8 | i
O=S(=O)(NCC(c1ccc2c(c1)OCO2)N1CCN(c2ccccc2)CC1)c1ccccc1 (centres undefined) | 1 | -33 | i
Cc1ccc2cc3cc(C(=O)NCCC(C)C)oc3nc2c1 | 11 | -30 | i
COc1ccc(-c2nc(N3CCOCC3)nc3n[nH]c(N)c23)cc1 | 9 | -18 | i
CCOc1ncccc1C(=O)Nc1ccc(F)c(F)c1 | 7 | -14 | i
COc1cc(-c2nnc(SCc3cc(=O)oc4cc(C)ccc34)o2)cc(OC)c1OC | 25 | -28 | i
CN1C2=NCCN2C(=O)c2ccccc21 | 11 | -11 | 9.4*

Compound activity as filed in PubChem.
